JMJD2C inh: inhibitors of GASC-1 histone demethylase, primary screen, biochemical, fluorescence, DELFIA europium; GST-JMJD2C(1-420) H3K9me3 demethylation; inhibition, % at 2.35 µM; 330,000 compounds, 0.069% hits; Lysine-specific demethylase 4C (Homo sapiens), Q9H3R0;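 active = more than half of a compound's replicate wells show inhibition beyond 50%, single wells judged on their own value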;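 note: signal counts dimethyl H3K9 product captured on neutravidin plate; 0% = median of DMSO wells and 100% = 0.3 times that DMSO median; strong numbers were not always called active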
AHR act: AHR activators, primary screen, cell-based, luminescence, luciferase reporter, human | Aryl hydrocarbon receptor (Homo sapiens), P35869 | AHR-responsive luciferase reporter cells | activation, % at 5 µM | 320,000 compounds, 2.5% hits; in the data active = activation above about 47%;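 note: 0% = vehicle wells and 100% = reference agonist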
Target sequence (P35869 whole entry, looked up): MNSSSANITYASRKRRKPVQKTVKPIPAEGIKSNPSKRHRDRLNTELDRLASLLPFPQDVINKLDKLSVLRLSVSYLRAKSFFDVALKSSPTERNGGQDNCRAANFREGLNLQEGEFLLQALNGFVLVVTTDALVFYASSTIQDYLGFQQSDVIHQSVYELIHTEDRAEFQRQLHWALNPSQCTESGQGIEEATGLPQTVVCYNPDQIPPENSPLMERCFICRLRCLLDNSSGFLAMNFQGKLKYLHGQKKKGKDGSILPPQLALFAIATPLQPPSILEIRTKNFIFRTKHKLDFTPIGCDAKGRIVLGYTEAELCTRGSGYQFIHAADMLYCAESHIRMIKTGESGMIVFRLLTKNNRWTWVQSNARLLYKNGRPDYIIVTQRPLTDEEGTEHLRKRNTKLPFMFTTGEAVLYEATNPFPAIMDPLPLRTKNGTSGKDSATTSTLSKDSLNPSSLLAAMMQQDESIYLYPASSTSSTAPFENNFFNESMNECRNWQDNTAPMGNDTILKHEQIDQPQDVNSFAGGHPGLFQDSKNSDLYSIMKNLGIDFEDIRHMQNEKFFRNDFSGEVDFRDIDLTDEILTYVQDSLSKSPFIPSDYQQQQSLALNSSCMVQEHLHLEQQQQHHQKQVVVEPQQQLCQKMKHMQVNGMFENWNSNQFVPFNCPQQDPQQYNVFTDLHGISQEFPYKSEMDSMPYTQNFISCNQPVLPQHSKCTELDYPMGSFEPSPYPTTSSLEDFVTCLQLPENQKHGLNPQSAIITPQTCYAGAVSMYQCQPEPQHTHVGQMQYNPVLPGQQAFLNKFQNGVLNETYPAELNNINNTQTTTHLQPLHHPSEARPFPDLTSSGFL
procasp7 counter: procaspase-7 activators, primary screen, counter-screen for procaspase-3 activator project, biochemical, absorbance, HTS, human | Caspase-7 (Homo sapiens), P55210 | recombinant procaspase-7, Ac-DEVD-pNA absorbance 405 nm; D23A/D198A/D206A triple mutant, cannot self-cleave; scale: DMSO 0, 5 µM enzyme 100 | activation, % at 8.5 µM | 330,000 compounds, 0.093% hits;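 active = percent activation above the screen-wide mean plus 3 SD, cut at about 25% in these data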
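Assay system: Uncleavable procaspase-7 mutant enzyme / Input: 2 µM procaspase-7 mutant as dispensed / Dosing: single nominal 8.5 µM compound dose, 0.8% DMSO final / Timing: 1 h enzyme–compound preincubation and 2 h substrate reaction, both 25 °C / Detection: p-Nitroaniline absorbance at 405 nm, read at 0 and 120 min / Replication: singlicate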
MEP2 TOR yeast: modulators of MEP2-GFP levels in yeast, primary screen, S. cerevisiae, multiplex flow cytometry, MLPCN library; S. cerevisiae MEP2-GFP strain, 3 h; 100% = DMSO control level; GFP response vs DMSO, % at 10 µM; 330,000 compounds, 0.51% hits;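 active = GFP response versus DMSO above a set limit, roughly screen mean plus 3 SD, cut at about 180% in these data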;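 note: median GFP fluorescence of the barcode-gated MEP2-GFP cells per well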
procasp3 activ: activators of human procaspase-3 D3A mutant, primary screen, biochemical, absorbance, PC-3 D3A mutant, single concentration; activation, % at 8.5 µM; 330,000 compounds, 0.11% hits; recombinant procaspase-3 D3A, Ac-DEVD-pNA absorbance 405 nm; Caspase-3 (Homo sapiens), P42574;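 active = activation above the mean of all tested compounds plus 3 SD, cut at about 21% in these data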;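 note: 0% = DMSO alone and 100% = DMSO wells spiked with extra 5 µM PC-3 D3A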
Target sequence (P42574 whole entry D9A/D28A/D175A): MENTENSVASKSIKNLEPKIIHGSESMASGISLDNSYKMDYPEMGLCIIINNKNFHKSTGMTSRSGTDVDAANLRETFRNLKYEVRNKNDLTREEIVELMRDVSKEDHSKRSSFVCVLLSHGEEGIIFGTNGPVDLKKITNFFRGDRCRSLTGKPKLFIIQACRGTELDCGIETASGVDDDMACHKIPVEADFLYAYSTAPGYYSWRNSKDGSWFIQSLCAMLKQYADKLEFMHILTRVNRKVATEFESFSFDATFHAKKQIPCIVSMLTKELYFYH
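material = Procaspase-3 D3A mutant | probe or stimulus = Ac-DEVD-pNA | compound = single dose, 8.5 µM nominal compound, 0.8% DMSO | timing = 1 h preincubation, 2 h reaction | measured by = 405 nm absorbance of p-nitroaniline, reads at 0 and 120 min | benchmarks = DMSO-only low control, 5 µM PC-3 D3A high control | repeats = singlicate, each compound tested once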
RPL19A-GFP yeast: RPL19A-GFP expression modulators in yeast, primary screen, cell-based, S. cerevisiae, multiplex flow cytometry, MLPCN; 330,000 compounds, 0.3% hits; percent response vs DMSO, % at 10 µM; S. cerevisiae RPL19A-GFP strain, 3 h; active compounds read low;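 active = percent response vs DMSO below 50%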;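 note: median channel GFP fluorescence of the barcoded RPL19A-GFP strain; ratio of sample median GFP to plate DMSO average so 100% = DMSO; lower means less RPL19A-GFP as with rapamycin TOR inhibition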
Yeast superoxide: reduction of superoxide in aged yeast, primary screen, HTS; S. cerevisiae aged cells, superoxide DHE fluorescence; active compounds read low; 330,000 compounds, 0.18% hits; superoxide response (% of plate mean), % at 10 µM; AID 2690, 2010;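 active = superoxide response under a set limit, about three screen SD below normal, cut at about 65% in these data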;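 note: yeast aged for seven days with compound at 30 °C before DHE staining; 100% = average MFI of all compound-treated wells on the plate with controls excluded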
LAP4 TOR yeast: modulators of LAP4-GFP expression in yeast, primary screen, S. cerevisiae, multiplex flow cytometry, MLPCN library. 3 h; median GFP as percent of DMSO wells. GFP response vs DMSO, % at 10 µM. 320,000 compounds, 0.34% hits. AID 2023, 2009;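 active = GFP response vs DMSO above a set limit, about the screen mean plus 3 SD, cut at about 150% in these data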
* = called active by the depositor.

For CC(C)C[C@H](NC(=O)c1nc[nH]c1C(=O)N1CCN(C(=O)OC(C)(C)C)CC1)C(=O)OC(C)(C)C the results were JMJD2C inh 2.2, AHR act 1.0, procasp7 counter -9.2, MEP2 TOR yeast 103.7, procasp3 activ -6.6, RPL19A-GFP yeast 98.9, Yeast superoxide 84.6 and LAP4 TOR yeast 91.3.
CCN1c2ccccc2NC2N=C(OC)C(c3ccccc3)C21 (centres undefined) was read as JMJD2C inh -5.6, AHR act 0.6, procasp7 counter -2.1, MEP2 TOR yeast 111.9, procasp3 activ -5.0, RPL19A-GFP yeast 100.5, Yeast superoxide 71.6 and LAP4 TOR yeast 112.6.
Screening COc1cc2c(cc1OC)-c1cc(N3CCc4ccccc43)nc(=O)n1CC2 returned JMJD2C inh 5.0, AHR act 4.7, procasp7 counter -2.6, MEP2 TOR yeast 96.3, procasp3 activ -5.0, RPL19A-GFP yeast 96.0, Yeast superoxide 101.6 and LAP4 TOR yeast 108.5.
CC1CCN(S(=O)(=O)c2ccc3c(c2)NC(=O)CS3)CC1 was read as JMJD2C inh 11.1, AHR act -0.7, procasp7 counter 4.9, MEP2 TOR yeast 99.1, procasp3 activ 6.0, RPL19A-GFP yeast 98.2, Yeast superoxide 134.7 and LAP4 TOR yeast 89.8.
Screening O=C(c1ccc2nc3ccccc3c(=O)n2c1)N1CCN(Cc2ccc3c(c2)OCO3)CC1 returned JMJD2C inh 5.5, AHR act -0.5, procasp7 counter -7.0, MEP2 TOR yeast 99.2, procasp3 activ -0.2, RPL19A-GFP yeast 98.5, Yeast superoxide 91.0 and LAP4 TOR yeast 100.0.
Screening COc1ccc(OC)c(/C(C)=N\NC(=O)c2cc3cc(Cl)ccc3n2C)c1 returned JMJD2C inh 4.4, AHR act -0.7, procasp7 counter 5.4, MEP2 TOR yeast 107.2, procasp3 activ 6.5, RPL19A-GFP yeast 102.2, Yeast superoxide 105.3 and LAP4 TOR yeast 95.4.
For CC(=O)c1nn(-c2ccc(C)cc2)cc1C(=O)c1cccc(Br)c1 the results were JMJD2C inh -2.0, AHR act -2.7, procasp7 counter 7.5, MEP2 TOR yeast 104.8, procasp3 activ 5.6, RPL19A-GFP yeast 100.8, Yeast superoxide 102.0 and LAP4 TOR yeast 110.4.
Cc1nn(Cc2ccccc2Cl)c(C)c1NC(=O)CSc1n[nH]c(C)c1[N+](=O)[O-] was read as JMJD2C inh -18.3, AHR act 7.5, procasp7 counter -9.6, MEP2 TOR yeast 96.1, procasp3 activ 5.2, RPL19A-GFP yeast 97.6, Yeast superoxide 84.6 and LAP4 TOR yeast 84.2.
Screening CNc1c([N+](=O)[O-])ncn1C returned JMJD2C inh -3.1, AHR act 0.9, procasp7 counter 0.0, MEP2 TOR yeast 99.8, procasp3 activ 2.1, RPL19A-GFP yeast 104.3, Yeast superoxide 83.6 and LAP4 TOR yeast 113.3.
`COc1ccc(C(=O)NC(Cc2ccccc2)c2ccc3c(c2)OCCCO3)cc1` (centres undefined) gave JMJD2C inh 57.7, AHR act 0.7, procasp7 counter 4.3, MEP2 TOR yeast 103.2, procasp3 activ -1.9, RPL19A-GFP yeast 103.1, Yeast superoxide 98.8 and LAP4 TOR yeast 100.7.

Quoted at random: 3 entries already listed, in no set order.
Screening COc1ccc(OC)c(/C(C)=N\NC(=O)c2cc3cc(Cl)ccc3n2C)c1 returned JMJD2C inh 4.4, AHR act -0.7, procasp7 counter 5.4, MEP2 TOR yeast 107.2, procasp3 activ 6.5, RPL19A-GFP yeast 102.2, Yeast superoxide 105.3 and LAP4 TOR yeast 95.4.
Screening O=C(c1ccc2nc3ccccc3c(=O)n2c1)N1CCN(Cc2ccc3c(c2)OCO3)CC1 returned JMJD2C inh 5.5, AHR act -0.5, procasp7 counter -7.0, MEP2 TOR yeast 99.2, procasp3 activ -0.2, RPL19A-GFP yeast 98.5, Yeast superoxide 91.0 and LAP4 TOR yeast 100.0.
For CC(=O)c1nn(-c2ccc(C)cc2)cc1C(=O)c1cccc(Br)c1 the results were JMJD2C inh -2.0, AHR act -2.7, procasp7 counter 7.5, MEP2 TOR yeast 104.8, procasp3 activ 5.6, RPL19A-GFP yeast 100.8, Yeast superoxide 102.0 and LAP4 TOR yeast 110.4.

Continuation.
For O=[N+]([O-])c1cccc(-c2n[nH]c(=S)n2-c2ccccc2)c1 the results were JMJD2C inh 4.4, AHR act -1.0, procasp7 counter -15.4, MEP2 TOR yeast 100.6, procasp3 activ -8.8, RPL19A-GFP yeast 98.6, Yeast superoxide 106.1 and LAP4 TOR yeast 105.5.
Screening O=C(Nc1ccnn1C1CCN(Cc2ccn[nH]2)CC1)c1ccccc1 returned JMJD2C inh 1.7, AHR act 1.4, procasp7 counter 10.6, MEP2 TOR yeast 99.3, procasp3 activ 5.3, RPL19A-GFP yeast 101.0, Yeast superoxide 102.5 and LAP4 TOR yeast 103.7.
For Cc1ccc(C)c(C2C(C#N)=C(N)Oc3cc(C)oc(=O)c32)c1 (centres undefined) the results were JMJD2C inh 9.0, AHR act 1.3, procasp7 counter -4.6, MEP2 TOR yeast 118.0, procasp3 activ 1.8, RPL19A-GFP yeast 106.3, Yeast superoxide 107.0 and LAP4 TOR yeast 98.1.
Cc1nc(N)nc(SCc2ccc([N+](=O)[O-])cc2)c1N was read as JMJD2C inh -2.6, AHR act 1.2, procasp7 counter -21.4, MEP2 TOR yeast 103.8, procasp3 activ -6.7, RPL19A-GFP yeast 103.8, Yeast superoxide 95.4 and LAP4 TOR yeast 91.4.
C=CCn1c(CNS(=O)(=O)c2ccc(Br)cc2)nnc1SC was read as JMJD2C inh 5.0, AHR act -3.3, procasp7 counter 10.1, MEP2 TOR yeast 99.3, procasp3 activ -6.3, RPL19A-GFP yeast 100.1, Yeast superoxide 91.9 and LAP4 TOR yeast 91.8.
`O=C(CN1C(=O)S/C(=C\c2ccc(O)cc2)C1=O)c1ccccc1` gave JMJD2C inh 77.4, AHR act 12.8, procasp7 counter -4.0, MEP2 TOR yeast 99.3, procasp3 activ -18.8, RPL19A-GFP yeast 94.2, Yeast superoxide 93.8 and LAP4 TOR yeast 112.6.
`CCOC(=O)c1cc(C#N)c(N2CCN(C(=O)c3cccc(C(F)(F)F)c3)CC2)nc1C(F)(F)F` gave AHR act -0.1, procasp7 counter 2.4, MEP2 TOR yeast 102.8, procasp3 activ -6.6, RPL19A-GFP yeast 102.7, Yeast superoxide 116.3 and LAP4 TOR yeast 111.0.
Screening COc1ccc(Br)c(C(=O)Nc2cccc(S(=O)(=O)N3CCOCC3)c2)c1 returned JMJD2C inh 0.7, AHR act 5.4, procasp7 counter -3.4, MEP2 TOR yeast 96.8, procasp3 activ 11.6, RPL19A-GFP yeast 98.3, Yeast superoxide 101.3 and LAP4 TOR yeast 106.0.
Screening Cn1nnc(NC(=S)NC(=O)c2ccco2)n1 returned JMJD2C inh -0.6, AHR act 0.3, procasp7 counter -23.3, MEP2 TOR yeast 102.4, procasp3 activ -17.4, RPL19A-GFP yeast 100.5, Yeast superoxide 96.7 and LAP4 TOR yeast 103.6.
Screening COc1cccc(CNC(=O)C2CCN(c3nnc(N4CCCC4=O)s3)CC2)c1 returned JMJD2C inh -0.8, AHR act 0.9, procasp7 counter 3.9, MEP2 TOR yeast 91.9, procasp3 activ -1.9, RPL19A-GFP yeast 90.7, Yeast superoxide 85.0 and LAP4 TOR yeast 99.4.
CCN(CC(=O)Nc1ccccc1C(F)(F)F)C(=O)CSCc1ccc(C)cc1 was read as JMJD2C inh 4.0, AHR act -0.3, procasp7 counter -1.5, MEP2 TOR yeast 99.5, procasp3 activ 11.8, RPL19A-GFP yeast 99.8, Yeast superoxide 82.2 and LAP4 TOR yeast 104.8.
For O=C1c2ccccc2NC(c2ccc(Br)o2)N1O (centres undefined) the results were JMJD2C inh -6.4, AHR act 20.3, procasp7 counter -25.7, MEP2 TOR yeast 100.0, procasp3 activ 1.6, RPL19A-GFP yeast 97.7, Yeast superoxide 104.7 and LAP4 TOR yeast 102.1.
`c1ccc(NC2=NCCN2CC2CCCC2)cc1` gave JMJD2C inh -1.7, AHR act 9.3, procasp7 counter -4.8, MEP2 TOR yeast 94.2, procasp3 activ -4.0, RPL19A-GFP yeast 96.4, Yeast superoxide 115.7 and LAP4 TOR yeast 131.5.
`CCOc1ccc(S(=O)(=O)N/N=C2/CCCC(=O)C2)cc1` gave JMJD2C inh 11.3, AHR act -3.0, procasp7 counter -1.1, MEP2 TOR yeast 106.4, procasp3 activ 2.4, RPL19A-GFP yeast 102.2, Yeast superoxide 99.0 and LAP4 TOR yeast 102.7.
`CCCCOC(=O)Nc1ccc(C)c(Cl)c1` gave JMJD2C inh 4.9, AHR act -3.1, procasp7 counter -3.1, MEP2 TOR yeast 104.9, procasp3 activ -10.8, RPL19A-GFP yeast 98.9, Yeast superoxide 112.2 and LAP4 TOR yeast 114.2.
CC[C@H](C)[C@H](NC(N)=O)C(=O)Nc1ccc(NC(C)=O)cc1 was read as JMJD2C inh 14.9, AHR act -0.7, procasp7 counter 1.5, MEP2 TOR yeast 100.4, procasp3 activ 1.4, RPL19A-GFP yeast 99.3, Yeast superoxide 104.4 and LAP4 TOR yeast 100.2.
NC(=O)C1CCN(C(=O)C2c3ccccc3C(=O)N3CCc4ccccc4C23)CC1 (centres undefined) was read as JMJD2C inh -0.7, AHR act 60.9*, procasp7 counter -5.3, MEP2 TOR yeast 92.0, procasp3 activ 0.7, RPL19A-GFP yeast 92.5, Yeast superoxide 105.8 and LAP4 TOR yeast 91.9.
`Cc1ccc(CN=C(N)Nc2nc(C)cc(C)n2)cc1` gave JMJD2C inh -5.7, AHR act 30.1, procasp7 counter 0.9, MEP2 TOR yeast 97.4, procasp3 activ 0.0, RPL19A-GFP yeast 101.9, Yeast superoxide 97.7 and LAP4 TOR yeast 98.7.
O=Cc1cccn1Cc1ccc(Cl)cc1Cl was read as JMJD2C inh 4.9, AHR act -1.9, procasp7 counter 3.8, MEP2 TOR yeast 101.5, procasp3 activ -2.3, RPL19A-GFP yeast 102.2, Yeast superoxide 97.4 and LAP4 TOR yeast 108.3.
`NS(=O)(=O)c1ccc(Nc2nc(-c3ccc(O)cc3)cs2)cc1` gave JMJD2C inh -5.1, AHR act 3.8, procasp7 counter 3.6, MEP2 TOR yeast 106.1, procasp3 activ -6.0, RPL19A-GFP yeast 99.8, Yeast superoxide 78.4 and LAP4 TOR yeast 102.9.
`CN(C(=O)CSc1nnn(C)n1)c1ccccc1` gave JMJD2C inh -12.4, AHR act -5.0, procasp7 counter -1.8, MEP2 TOR yeast 112.5, procasp3 activ -1.6, RPL19A-GFP yeast 113.9, Yeast superoxide 97.4 and LAP4 TOR yeast 94.4.
Screening O=C(NCc1ccncc1)c1cccc(Cn2cc(Br)cn2)c1 returned JMJD2C inh -1.2, AHR act 15.3, procasp7 counter 12.5, MEP2 TOR yeast 98.2, procasp3 activ 2.9, RPL19A-GFP yeast 102.8, Yeast superoxide 99.5 and LAP4 TOR yeast 100.0.
